High-throughput results as filed in PubChem BioAssay.
MEKK3 PB1 HTS – raises or lowers MEK5 binding to the human MEKK3 PB1 domain; 290,000 tested, 1.4% active; Q99759; binding response (% of control), % at 10 µM; bead-based flow cytometry, Alexa488-MEK5 binding to MEKK3; actives lie on both sides; 0 = blocked by unlabeled MEK5, 100 = vehicle;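 active = binding response more than 3 SD above or below the average of its plate-row segment, actives on both sides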;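 also: Alexa488 bead fluorescence after subtracting the streptavidin-only scavenger bead signal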
Target sequence (Q99759 whole entry, looked up, the tested form may be a part): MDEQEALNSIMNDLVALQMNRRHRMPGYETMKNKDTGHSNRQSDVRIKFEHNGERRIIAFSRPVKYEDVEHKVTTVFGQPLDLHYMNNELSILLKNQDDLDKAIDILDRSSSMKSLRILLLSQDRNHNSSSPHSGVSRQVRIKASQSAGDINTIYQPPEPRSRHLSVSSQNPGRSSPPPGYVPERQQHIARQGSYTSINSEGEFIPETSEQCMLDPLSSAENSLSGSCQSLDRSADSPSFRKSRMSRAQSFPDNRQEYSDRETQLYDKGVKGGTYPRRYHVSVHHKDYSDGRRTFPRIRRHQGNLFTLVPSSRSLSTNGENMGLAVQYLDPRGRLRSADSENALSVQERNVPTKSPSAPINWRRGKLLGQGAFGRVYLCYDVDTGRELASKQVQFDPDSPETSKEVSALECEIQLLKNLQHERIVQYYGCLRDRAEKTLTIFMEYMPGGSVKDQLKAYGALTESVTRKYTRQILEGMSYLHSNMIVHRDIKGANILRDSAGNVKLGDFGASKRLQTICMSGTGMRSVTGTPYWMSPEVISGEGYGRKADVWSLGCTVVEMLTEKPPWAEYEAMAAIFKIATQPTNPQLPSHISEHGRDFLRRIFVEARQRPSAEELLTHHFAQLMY
V1R ag counter – V1a receptor agonism, counter-screen for OXTR agonists; P37288; CHO-V1R cells, Fluo-8 calcium fluorescence, agonist mode; 0% DMSO, 100% 3 nM vasopressin; activation, % at 3 µM; 320,000 tested, 0.25% active; AID 2797;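 active = activation above the mean activation of all tested compounds plus 3 SD, per screening run, cut at about 20% in these data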;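 also: signal is peak over basal fluorescence ratio across a 100 second FLIPR read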
NALP1 yeast inh – NALP1 inhibition; S. cerevisiae NALP1/ASC/caspase-1 growth, X-gal OD620, 72 h; inhibition, % at 10 µM; 280,000 tested, 0.61% active; in the data active = inhibition mostly above about 24%, no sharp cut-off; inactive = mostly below about 32%; also: some compounds called inactive have numbers as strong as hits
OXTR ag – human OXTR agonism; 320,000 tested, 0.32% active; P30559; CHO-OTR cells, Fluo-8 calcium fluorescence; normalized: DMSO 0%, oxytocin 100%; AID 2435; activation, % at 3 µM;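 active = activation above the mean of all tested compounds plus 3 SD, cutoff set per screening run, cut at about 20% in these data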;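 also: peak over basal fluorescence ratio from a 100 s FLIPR kinetic read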
GPR7 antagonist – human neuropeptides B/W receptor 1 antagonism. GPR7-expressing cells, fluorescence antagonist assay. inhibition, % at 4.4 µM. 290,000 tested, 1.1% active. AID 1861; in the data active = inhibition above about 16%, passing the limit was not always enough;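 also: cells stimulated with the agonist NPW; 0% = agonist with vehicle and 100% = vehicle without agonist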
PHOSPHO1 block – blocks human PHOSPHO1 phosphatase activity; AID 1565; Q8TCT1; 290,000 tested, 1.1% active; inhibition, % at 13.3 µM; recombinant PHOSPHO1, absorbance phosphatase assay; in the data active = inhibition above about 60%
Target sequence (Q8TCT1 whole entry, looked up): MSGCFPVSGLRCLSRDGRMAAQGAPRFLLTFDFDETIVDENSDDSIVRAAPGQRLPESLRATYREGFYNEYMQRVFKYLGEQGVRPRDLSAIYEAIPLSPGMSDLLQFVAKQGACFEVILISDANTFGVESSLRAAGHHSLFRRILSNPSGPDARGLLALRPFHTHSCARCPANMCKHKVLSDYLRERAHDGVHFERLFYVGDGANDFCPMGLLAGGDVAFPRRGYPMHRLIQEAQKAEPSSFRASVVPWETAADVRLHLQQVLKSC
MEKK2 mut-MEK5 – signal of MEK5 binding to mutant human MEKK2 PB1 domain | bead flow cytometry, Alexa488-MEK5 binding to MEKK2 mutant | percent response, % at 10 µM | 290,000 tested, 0.35% active; in the data active = percent response above about 24%, passing the limit was not always enough; also: inactives centre near 1; some results filed as inactive read as strong as hits; reference of the scale not given here
MEKK2 WT-MEK5 – raises or lowers MEK5 binding to wildtype human MEKK2 PB1 domain; Q9Y2U5; 290,000 tested, 1.1% active; bead flow cytometry, Alexa488-MEK5 binding to MEKK2 WT; actives lie on both sides; binding response (% of control), % at 10 µM; in the data active = binding response below about 67% or above about 130%
GalR3 antagonist – human GalR3 antagonism | AID 651719 | O60755 | 360,000 tested, 0.44% active | inhibition, % at 3 µM | HEK293 GalR3-CNG cAMP membrane potential fluorescence; galR3 body fused to GalR1 C-terminus;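 active = inhibition above the screen-wide average plus 3 SD, cut at about 13% in these data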;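 also: forskolin and galanin both at EC90 stimulate the cells; cAMP rise reported by CNG channel membrane potential dye signal; 0% = forskolin plus galanin with DMSO and 100% = forskolin alone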
Active calls of the source: *; · = no result given; [ ] = dose if it differs, or a comment.

SMILES	MEKK3 PB1 HTS	V1R ag counter	NALP1 yeast inh	OXTR ag	GPR7 antagonist	PHOSPHO1 block	MEKK2 mut-MEK5	MEKK2 WT-MEK5	GalR3 antagonist
CC(C)c1ccc(NC(=S)Nc2ccc3[nH]c(=O)[nH]c3c2)cc1	101	-0.6	-5	-0.3	1	23	0	102	7
Cc1ccc(OCc2n[nH]c(=S)n2-c2ccc(Cl)cc2)cc1	101	6.9	5	12	-8	-104	4	107	-5
COc1ccc(C(N)=O)cc1NC(=O)CC(O)(C(F)(F)F)C(F)(F)F	85	0.0	1	-0.2	0	-14	-10	90	-12
CCC(C(=O)OCC(=O)Nc1cccc(C(C)=O)c1)c1ccccc1 (configuration not stated)	105	3.0	2	1.3	2	12	-4	104	-5
Cc1cc(C(C)(C)C)ccc1OCCn1ccnc1	103	3.9	11	3.8	13	2	4	108	-6
Cn1c(=O)c(C(=S)NC(=O)C2CC2)c(N)n(Cc2ccccc2)c1=O	97	0.8	-2	0.0	4	7	-10	92	·
COc1ccc2[nH]c(C(=O)N3CCC(Cc4ccccc4)CC3)cc2c1	104	0.7	6	-0.4	4	·	-1	103	·
CCN(CC)C(=O)Oc1ccccc1NC(C)=O	96	-0.8	·	0.2	-9	-4	-3	94	-5
O=C(Cn1cc[n+](Cc2ccccc2)c1)c1ccc([N+](=O)[O-])cc1	101	0.1	20	0.5	-3	-12	3	102	-5
Cc1ccc(NC(=O)CCC(=O)c2ccc(Br)cc2)cc1	97	-2.1	16	-2.6	-13	54	1	103	-9
Cc1ccc(-n2c(SCC(N)=O)nnc2-c2ccccn2)cc1C	99	0.7	0	1.6	22	7	2	103	-2
CC(C(=O)N1c2ccccc2CCc2ccccc21)n1nnc(-c2ccc(N(C)C)cc2)n1 (configuration not stated)	109	0.7	1	-0.9	-4	-9	3	94	-4
O=S(=O)(c1ccccc1)N1CCN(S(=O)(=O)N2CCCCC2)CC1	101	0.2	13	0.0	13	23	2	104	-2
Cc1ccc(NC(=S)N2CCC(c3nc4ccccc4s3)CC2)cc1C	101	3.8	-11	2.8	-6	-41	-2	97	-5
O=C1CCCN1CCCNS(=O)(=O)c1ccc(F)c(F)c1	103	3.9	10	0.2	-13	23	10	107	-4
CCc1nc(SCC(N)=O)c2c(=O)n(C)c(=O)n(C)c2n1	90	0.1	·	-0.2	-18	-4	-1	100	·
CC1CC(Nc2ccccc2)=NC1(C)C (configuration not stated)	94	0.8	20	1.6	-11	-6	-3	94	0
CCN1CCc2c(C#N)c(N3CCCCC3)nc(NCc3ccccc3)c2C1	105	1.6	·	7.8	-10	-6	27	158*	-3
COC(=O)c1ccc(NC(=O)c2ccc3c(c2)OCO3)cc1	98	1.5	3	3.0	-4	16	2	100	-1
Cc1ccc(S(=O)(=O)NC(=NC2CCCCC2)c2ccccc2)cc1	100	-0.8	0	-1.5	-1	-18	-6	96	-13
CCCN(CCC)S(=O)(=O)c1ccc(N2CCCC2=O)c([N+](=O)[O-])c1	98	0.8	14	0.9	-3	-18	0	100	2
COc1ccc(NC(=O)CC2SC(=NCC3CCCO3)NC2=O)cc1 (configuration not stated)	99	0.6	38	-0.3	-7	-2	-2	98	3
Cc1ccn2c(CNCCn3nc(C)cc3C)c(C(=O)N3CCCCCC3)nc2c1	96	0.5	2	0.8	-3	1	-2	98	0
O=C(CSc1nnc(C23CC4CC(CC(C4)C2)C3)o1)Nc1ccc(N2CCOCC2)c(Cl)c1	105	0.2	4	-1.0	-8	2	2	103	-5
CS(=O)(=O)c1cccc(C(=O)Oc2ccccc2)c1	91	-0.3	-26	0.2	6	15	3	100	-2
O=C(Nc1cccc(Cl)c1)N1CCc2ccccc2C1	106	-0.7	2	-3.0	-8	8	20	103	-8
O=C(O)CCC(=O)N1CCc2cc(S(=O)(=O)NC3CCCc4ccccc43)ccc21 (configuration not stated)	96	0.4	12	1.1	-2	6	1	99	-8
COc1ccc(S(=O)(=O)N2CCCCC2)cc1NC(=O)c1ccc2c(c1)OCO2	104	1.0	32	0.1	-2	-16	-1	106	-1
Cc1cccc(C(=O)NCCC(=O)Nc2nc(C)c(Cc3ccc4c(c3)OCO4)s2)c1	100	2.0	·	0.8	-5	-4	-2	95	-3
O=C(NCc1cccc(C(F)(F)F)c1)c1cc(Cl)cc(Cl)c1	100	1.1	-20	0.0	1	-143	8	110	-8
CC(=O)Nc1ccc(C(=O)NC(C)c2ccc(-n3ccnc3)cc2)cc1 (configuration not stated)	102	0.5	6	0.2	-3	68*	8	100	2
Cc1cccc(N2CCN(C(=O)CCn3c(=S)[nH]c4cc5c(cc4c3=O)OCO5)CC2C)c1 (configuration not stated)	98	1.1	1	-0.2	-10	-24	-2	93	-3
COc1ccc(CSc2nnnn2-c2ccc(C(=O)O)cc2)cc1	107	1.1	5	-0.1	-1	37	15	108	-5
Cc1ccc2cc(C#N)c(SCC(=O)N3CCCC3)nc2c1	45*[inhibitor]	-1.1	·	-0.5	-7	25	-11	43*[inhibitor]	1
C/C(=N\NC(=O)CN1CCN(S(=O)(=O)c2ccc(C)cc2)CC1)c1cccnc1	103	0.1	44	-0.1	-5	-4	11	120	0
Cc1ccc2c(c1)N(CC(=O)N1CCCCCC1)C(=O)C(C)O2 (configuration not stated)	104	-0.4	7	0.1	-17	11	4	105	-9
O=C(NC1CC1)C1CCCN1S(=O)(=O)c1ccc2ccccc2c1 (configuration not stated)	100	0.0	-19	-0.1	8	23	6	104	2
C=CCNC(=O)Nc1cc(Cl)ccc1OC	102	-0.8	0	-0.4	-11	6	4	104	-4
O=C(COc1ccc(-c2ccccc2)cc1)N1CCN(C(=O)c2cccnc2)CC1	103	2.4	4	2.2	-12	-5	9	106	-4
O=S(=O)(N1CCCCC1)N1CCCN(S(=O)(=O)N2CCCCC2)CC1	104	1.1	14	1.0	-9	15	3	101	-3
CC(NC(=O)c1ccc(Br)cc1Br)c1ccccc1 (configuration not stated)	102	-0.6	10	-2.1	-12	5	-8	96	6
CCN(CC)S(=O)(=O)c1ccc2nc(COC(=O)c3n[nH]c4ccccc34)[nH]c2c1	101	2.9	15	0.3	-12	-3	-8	93	-4
CCOc1ccc(S(=O)(=O)N(C)c2ccc(OCC(=O)NCc3cccnc3)cc2)cc1	97	-0.3	12	-1.3	-2	17	-7	93	-2
Cc1cc2oc(C(=O)Nc3nonc3C)c(C)c2cc1Cl	102	-0.5	23	-1.1	-3	47	9	101	-1
CCOC(=O)Nc1ccc2c(c1)nc1n2CCN(CCOC)C1	97	0.4	8	0.0	-2	22	1	101	-10
CCOC(=O)N1CCN(Cc2nc3ccc([N+](=O)[O-])cc3c(=O)n2-c2ccccc2F)CC1	104	1.3	-13	-0.6	-23	20	9	107	-9
O=C1COc2ccc(C(=O)NC3CC3)cc2N1	84	0.3	4	0.8	-1	6	-13	70	4
COc1ccc(C(CNC(=O)COc2ccc(C)c(C)c2)N2CCCCC2)cc1 (configuration not stated)	102	0.1	6	-0.8	20	34	6	107	-1
O=C(Cn1nnc2ccccc21)NC1CCCCC1	105	0.1	-20	-0.3	-6	-9	4	99	-5
O=C1/C(=C/c2ccc(F)cc2)SC(=S)N1CC(=O)N1CCCCC1c1cccnc1 (configuration not stated)	103	3.4	12	0.1	5	-6	0	96	-1
The listing continues:
SMILES	MEKK3 PB1 HTS	V1R ag counter	NALP1 yeast inh	OXTR ag	GPR7 antagonist	PHOSPHO1 block	MEKK2 mut-MEK5	MEKK2 WT-MEK5	GalR3 antagonist
CC(C(=O)N(C)c1ccccc1)N1CCN(C(=O)c2ccccc2)CC1 (configuration not stated)	103	1.0	6	0.3	-2	19	4	101	-4
Cc1sc2nc3c(SC(C)C(=O)O)cc(C(=O)c4ccccc4O)cn3c(=O)c2c1C (configuration not stated)	80	-0.2	26	-0.7	9	-14	-3	77	-10
CC(C)Cn1c(/C=N/Nc2nc3ccccc3[nH]2)nc2ccccc21	95	·	28	·	-1	-17	1	103	-6
Cc1ccccc1-n1nc2c(c1NC(=O)c1c(-c3ccccc3Cl)noc1C)CSC2	·	-1.0	4	-2.3	5	22	·	·	2
O=c1c(Cl)c(Cl)cnn1Cc1ccc(F)cc1	98	-0.8	3	-2.3	4	35	-9	94	-5
CCN(CC)CCNC(=O)c1ccc(NC(=O)c2cn(-c3ccccc3)nc2-c2cccs2)cc1	107	2.3	-6	4.7	22*	28	49	212*	-4
CCOc1ccc(NC(=O)CN2CCN(CC(=O)Nc3ccc4c(c3)OCO4)CC2)cc1	96	-0.4	11	1.1	-11	-4	-3	96	7
Cc1ccc(Cl)cc1N1CCN(C(=O)C2(S(=O)(=O)c3ccc(Cl)cc3)CC2)CC1	95	0.2	14	-1.9	-17	-38	3	95	-2
O=C(c1ccc(NS(=O)(=O)c2cccc(C(F)(F)F)c2)cc1)N1CCCC1	105	·	-2	·	-11	47	2	105	0
Clc1ccc(-c2nc(C3CCCCC3)no2)cc1	107	0.8	8	-0.3	-18	42	6	106	-1
Cc1cc(OCCCCN2C(=O)NC(C)(C)C2=O)cc(C)c1Cl	104	4.5	10	3.2	-3	9	1	105	-4
COc1cccc(C(=O)Nc2nc3c(s2)CN(C)CC3)c1	93	0.4	5	0.5	0	4	6	104	0
O=C(Nc1ccc(Cc2ccncc2)cc1)c1cc([N+](=O)[O-])ccc1N1CCOCC1	107	-0.3	5	-0.3	-7	37	1	109	2
Cc1cc2cc(C(c3nnnn3Cc3ccco3)N3CCCCC3)c(=O)[nH]c2cc1C (configuration not stated)	107	-0.6	7	-1.0	-3	3	0	100	2
Cc1ccccc1CNC(=O)c1ccccc1C	106	0.6	1	0.2	0	3	6	109	1
CCN1C(=O)S/C(=C/c2ccc(Sc3nc4ccccc4[nH]3)o2)C1=O	105	11	15	12	1	-1	16	101	-6
Cn1cc(/C=C(\C#N)C(=O)Nc2ncc(Cc3cccc(Cl)c3)s2)c2ccccc21	100	1.1	23	1.2	-13	-1	11	108	·
CCSc1ncnc2sc(C)c(C)c12	53*[inhibitor]	-0.2	16	-1.2	-7	-19	0	88	2
COc1ccc(C(OCC(O)CNC(C)c2ccccc2)c2ccc(OC)cc2)cc1 (configuration not stated)	105	11	21	11	12	14	8	130	-9
CCOc1ccc(NC(=O)CC2C(=O)N(c3ccc(OC)c(Cl)c3)C(=S)N2C2CC2)cc1 (configuration not stated)	102	8.6	12	2.2	7	3	-3	100	1

Just MEKK3 PB1 HTS and MEKK2 WT-MEK5 (3 entries from above):
mol,MEKK3 PB1 HTS,MEKK2 WT-MEK5
O=C(Nc1ccc(Cc2ccncc2)cc1)c1cc([N+](=O)[O-])ccc1N1CCOCC1,107,109
Cc1cc2cc(C(c3nnnn3Cc3ccco3)N3CCCCC3)c(=O)[nH]c2cc1C (configuration not stated),107,100
Cc1ccccc1CNC(=O)c1ccccc1C,106,109

(next part)
SMILES	MEKK3 PB1 HTS	V1R ag counter	NALP1 yeast inh	OXTR ag	GPR7 antagonist	PHOSPHO1 block	MEKK2 mut-MEK5	MEKK2 WT-MEK5	GalR3 antagonist
Cc1ccc(C)c(NC(=S)NCCc2ccc(F)cc2)c1	109	-0.1	9	-2.0	-4	-6	4	111	-3
O=C(O)CCCCCNS(=O)(=O)c1c(Cl)cccc1Cl	100	-0.4	28	0.2	4	7	-1	97	-4
CCOc1ccc(NCc2cc3c(C(C)(C)C)nn(-c4ccccc4)c3[nH]c2=O)cc1	99	0.5	-9	-0.8	-9	3	-4	91	-10
Cc1ccc(CCNC(=O)CCSCc2ccc(Cl)cc2)cc1	80	-0.8	20	-1.5	-5	2	0	101	-2
